CD40 NFkB inh = CD40 pathway inhibition in BL2 cells; BL2 NF-kB luciferase reporter, CD40L-induced, 4 h; inhibition, % at 10 µM; 0.94% of 83,000 active;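 active = mean inhibition of at least 50% with a set share of replicates also reaching that level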;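 also: 0% = neutral control wells and 100% = IKK inhibitor VII at 50 µM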
An asterisk follows results filed as active; & = joins results of further samples; [ ] = dose if it differs, or a comment. These rows are one share of the data; count on the stated rates, not on these rows.

nr	CD40 NFkB inh	Molecule
1	-10[25 µM]	C=CCN1C[C@H](C(=O)N(CCCN(C)C)C(=O)NCC)C[C@@H]2c3cccc4[nH]cc(c34)C[C@H]21
2	5	CC(C)(C)NCC(O)COc1cccc2c1C[C@H](O)[C@H](O)C2 (some centres not stated)
3	0	O=C(O)Cc1sc(-c2ccccc2)nc1-c1ccc(Cl)cc1
4	-12[25 µM]	CN(C(=O)c1c(O)c2ccccc2n(C)c1=O)c1ccccc1
5	3	O=C1NC(=O)C2(CCOc3ccc(F)cc32)N1 (configuration not stated)
6	56*	CCCC(=O)O[C@]1(C(=O)COC(C)=O)CC[C@H]2[C@@H]3C[C@H](F)C4=CC(=O)C=C[C@]4(C)[C@@]3(F)[C@@H](O)C[C@@]21C
7	18[25 µM]	COc1cc(N)c(Cl)cc1C(=O)N[C@@H]1CCN(CCCOc2ccc(F)cc2)C[C@@H]1OC
8	-7&3[25 µM]	CN(C)CCCSc1ccccc1NC(=O)/C=C/c1ccccc1
9	3[25 µM]	CCc1ccccc1OC[C@@H](O)CN[C@H]1CCCc2ccccc21
10	35	CC1(C)O[C@@H]2C[C@H]3[C@@H]4C[C@H](F)C5=CC(=O)C=C[C@]5(C)[C@@]4(F)[C@@H](O)C[C@]3(C)[C@]2(C(=O)CO)O1
11	-13[25 µM]	Cc1cc(=O)oc2cc(O)ccc12
12	-2	CC(C)NNC(=O)c1ccncc1

Molecules shown so far that contain sulfur:
nr	CD40 NFkB inh	Molecule
3	0	O=C(O)Cc1sc(-c2ccccc2)nc1-c1ccc(Cl)cc1
8	-7&3[25 µM]	CN(C)CCCSc1ccccc1NC(=O)/C=C/c1ccccc1

Back to the main list; the six compounds before the break are reprinted first.
nr	CD40 NFkB inh	Molecule
7	18[25 µM]	COc1cc(N)c(Cl)cc1C(=O)N[C@@H]1CCN(CCCOc2ccc(F)cc2)C[C@@H]1OC
8	-7&3[25 µM]	CN(C)CCCSc1ccccc1NC(=O)/C=C/c1ccccc1
9	3[25 µM]	CCc1ccccc1OC[C@@H](O)CN[C@H]1CCCc2ccccc21
10	35	CC1(C)O[C@@H]2C[C@H]3[C@@H]4C[C@H](F)C5=CC(=O)C=C[C@]5(C)[C@@]4(F)[C@@H](O)C[C@]3(C)[C@]2(C(=O)CO)O1
11	-13[25 µM]	Cc1cc(=O)oc2cc(O)ccc12
12	-2	CC(C)NNC(=O)c1ccncc1
13	8	CCN(CCCCOC(=O)c1ccc(OC)c(OC)c1)C(C)Cc1ccc(OC)cc1 (configuration not stated)
14	18	O=C(c1ccccn1)N(Cc1cccs1)C1(C(=O)NC2CCCCC2)CCCCC1
15	1	O=[N+]([O-])c1cncn1CCN1CCOCC1
16	28	O=C(NC1CCN(CCc2c[nH]c3ccccc23)CC1)c1ccccc1
17	-2[25 µM]	CCN(CC)CC1CCCCN1CC(=O)N1c2ccccc2C(=O)Nc2cccnc21 (configuration not stated)
18	42	CCCC(=O)O[C@]1(C(=O)CCl)[C@@H](C)C[C@H]2[C@@H]3CCC4=CC(=O)C=C[C@]4(C)[C@@]3(F)C(=O)C[C@@]21C
19	11[25 µM]	CCN(CC)CCOc1ccc(Cc2ccccc2)cc1

Source: PubChem BioAssay
